Assay outcomes as filed in PubChem BioAssay.
NPYLR7 ag – activates Aedes aegypti NPYLR7 receptor; HEK293T NPYLR7/Galpha15, GCaMP6s calcium fluorescence; activation, % at 10 µM; hit rate 0.15% among 270,000; in the data active means activation above about 40%;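 further: 0% = vehicle and 100% = reference agonist at the receptor; some compounds past the cut are filed as inactive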
mcGAS inh – blocks mouse cGAS activity; recombinant cGAS, Kinase-Glo ATP depletion luminescence; inhibition, % at 12.5 µM; hit rate 0.15% among 160,000;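 further: 0% = negative control wells and 100% = reference inhibitor with no enzyme activity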
hcGAS lum – blocks human cGAS activity; Q8N884; recombinant h-cGAS, ATP depletion, Kinase-Glo luminescence; inhibition, % at 12.5 µM; hit rate 0.081% among 290,000; AID 1259398;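 further: 0% = vehicle reaction and 100% = reaction without DNA for no activity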
Target sequence (Q8N884 whole entry, looked up): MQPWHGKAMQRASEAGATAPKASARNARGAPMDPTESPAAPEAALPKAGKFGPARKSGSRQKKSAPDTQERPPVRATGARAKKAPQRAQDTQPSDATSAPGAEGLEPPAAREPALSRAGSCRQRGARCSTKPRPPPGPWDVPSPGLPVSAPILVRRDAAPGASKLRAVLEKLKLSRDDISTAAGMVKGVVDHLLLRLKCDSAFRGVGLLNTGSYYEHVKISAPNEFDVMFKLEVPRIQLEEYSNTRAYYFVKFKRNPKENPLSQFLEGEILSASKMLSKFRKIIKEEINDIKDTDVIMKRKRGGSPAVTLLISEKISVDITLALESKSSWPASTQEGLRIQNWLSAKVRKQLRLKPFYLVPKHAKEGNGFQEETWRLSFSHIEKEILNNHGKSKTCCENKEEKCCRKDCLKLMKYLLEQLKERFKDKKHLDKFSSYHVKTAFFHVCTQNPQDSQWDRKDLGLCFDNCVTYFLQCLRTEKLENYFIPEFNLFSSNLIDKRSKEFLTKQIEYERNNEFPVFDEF
Starred values were filed as active, the others as inactive; x = no result given; & = joins results of further samples. Unless noted, no stated cut-off is given here; in the data, active means inhibition above about 40%; inactive means the rest.

Results follow in this order: NPYLR7 ag	mcGAS inh	hcGAS lum
#1 CN(Cc1ccc(Br)cc1)C(=O)CSc1nc2c(cnn2-c2ccccc2)c(=O)[nH]1
→ 14.6	x	-4.2
#2 CCOC(=O)C1=CN(O)C(=CN=O)C=C1
→ -7.6	-6.5	-1.8
#3 CCOC(=O)C1=C(C)Oc2ncn3nc(C)nc3c2C1c1ccccc1 (stereo not drawn)
→ -4.4	x	-3.2
#4 O=C(Nc1ccccc1-c1cn2c(CN3CCNCC3)csc2n1)c1cnc2ccccc2n1
→ -6.4	17.5	15.7
#5 CC(C)NC(=O)C(C)Oc1ccc(C(C)(C)C)cc1 (stereo not drawn)
→ 15.9	x	-9.3
#6 C=CCCC(O)CN(Cc1ccccc1F)CC1CCCO1 (stereo not drawn)
→ 25.1	-4.9	-3.1
#7 Cc1oc(-c2cccc(F)c2)nc1CC(=O)N1CCOC(Cc2ccccc2)C1 (stereo not drawn)
→ 21.8	-10.0	-8.2
#8 CCCCCc1ccc(C(=O)N(Cc2nc(C(=O)NCC(C)C)cs2)CC(C)C)cc1
→ 16.6	-5.6	-8.1
#9 CCC(C)N(Cc1ccc(OS(=O)(=O)c2cccc(C(F)(F)F)c2)cc1)C(=O)c1ccc(Br)cc1 (stereo not drawn)
→ 27.4	-6.1	-2.7
#10 Cc1cccc(Cn2c(SCc3ccccc3)nc3c2c(=O)n(C)c(=O)n3C)c1
→ -6.8	x	3.6
#11 O=S1(=O)CCN2C=C(Cc3ccc(F)cc3)SC2=N1
→ -0.4	x	-0.3
#12 COCCCN1C(=O)N(Cc2ccc(OC)cc2)C(=O)C12CCN(CC(C)(C)C)CC2
→ 15.8	-6.6	-8.9
#13 N#Cc1ccc(OCCN2CCS(=O)(=O)C3CCCCC32)cc1 (stereo not drawn)
→ 0.3	x	-1.9
#14 Cc1ccc(C)c(-c2csc3nc(CN(CC(O)COCC(C)C)C4CCCCC4)[nH]c(=O)c23)c1 (stereo not drawn)
→ 13.1	-5.6	-8.8
#15 OCC1CN(C2CCC2)CC12CCN(Cc1ccc[nH]1)CC2 (stereo not drawn)
→ x	-4.9	-9.6
#16 CC(=O)Nc1cc(C(=O)CSc2nc3nc(C)cc(C)n3n2)ccc1O
→ -7.9	x	-2.9
#17 Cc1cn2c(C)nc([N+](=O)[O-])c2n1-c1ccccc1
→ 10.1	-3.3	-7.6
#18 CCNC(=O)N1CC[C@@]2(C1)[C@@H](O)CN(c1ccccc1)S2(=O)=O
→ 4.4	1.7	0.6
#19 C=C(Cl)Cn1cnc2c1c(=O)n(C)c(=O)n2C
→ -0.2	x	-1.5
#20 Cc1cccc(CN(C(=O)c2ccc(F)cc2)C2CCC(NC(=O)C3CCN(C(=O)c4ccccc4Cl)CC3)CC2)c1 (stereo not drawn)
→ 11.7	-4.4	-1.7
#21 CC(=O)N=c1c(C#N)cc2c(=O)n3cccc(C)c3nc2n1CCCOC(C)C
→ 3.0	x	-4.2
#22 Cc1nc(N2CCC(C)CC2)ncc1-c1cc(=O)[nH]c(N2CCN(c3ccc(Cl)cc3)CC2)n1
→ 1.3	-5.0	-5.6
#23 O=C(Nc1cccc(S(=O)(=O)N2CCCCCC2)c1)C1CCC1
→ -25.5	x	-8.4
#24 O=S(=O)(NCc1ccccc1)Nc1cccc(Cn2cncn2)c1
→ 1.3	-11.8	-4.5
#25 CCOC(=O)c1cc(-c2ccc3ccccc3c2)n(-c2ccc(C(=O)NC3CC3)cc2)n1
→ 2.8	-6.0	-4.5
#26 COc1ccc(S(=O)(=O)N2CCN(C(=O)c3cc(Cl)c(O)c(OC)c3)CC2)cc1
→ -0.8	x	-0.1
#27 CCOC(=O)CCCNC(=O)N1CCN(c2ncccc2C(=O)NCc2ccc(OC)cc2)CC1
→ 5.1	-5.8	-2.3
#28 OC(COCCC12CC3CC(CC(C3)C1)C2)CN1CCCC1 (stereo not drawn)
→ -0.2	-4.9	-4.2
#29 O=C(Nc1nc(-c2cc(Cl)sc2Cl)cs1)c1ccc(Br)s1
→ 5.4	-4.1	-6.2
#30 Cc1ccc(C)c(CNC(=O)c2cc(Cn3c(C)nc4ccccc43)[nH]n2)c1
→ 13.6	x	-3.2
#31 CN(CCn1ccc2ccccc21)C(=O)Cc1nn[nH]n1
→ 9.1	x	-7.1
#32 c1ccc2c(c1)CC(CNCc1cccc3c1OCCO3)O2 (stereo not drawn)
→ -3.4	-1.4	-1.4
#33 O=C(NCc1cccs1)c1ccc(-c2cc(-c3ccc(Cl)cc3Cl)[nH]n2)cc1
→ 27.4	-7.8	-6.6
#34 CCC/C=C/CN1CCN(c2ncccc2C(=O)N2CCCCC2)CC1
→ 3.0	-11.9	-5.2
#35 COc1ccc(-c2cc(C(=O)NC(C)C(C)C)n3nc(C(C)(C)C)cc3n2)cc1 (stereo not drawn)
→ 9.1	-7.8	-7.3
#36 CC(C)N1C(=O)CC(NS(=O)(=O)c2c(Cl)cccc2Cl)C1=O (stereo not drawn)
→ 2.6	x	-8.0
#37 CCSCC(C)NCCC(=O)N1CCC(C)CC1 (stereo not drawn)
→ 1.7	-10.4	-4.0
#38 COc1ccc(C2c3cc(OC)c(OC)cc3CCN2C(=O)c2cccc3ccccc23)cc1 (stereo not drawn)
→ 9.0	1.2	2.7
#39 Fc1ccccc1N=c1oc2ccc(Br)cc2cc1-c1nc2ccccc2[nH]1
→ -2.3	-2.6	-3.8
#40 CCN(C(=O)c1cc2c(C)cc(F)cc2[nH]1)C1CC(=O)NC1=O (stereo not drawn)
→ -1.9	-14.2	-6.2
#41 Cc1ccccc1-n1nc(C)c(CNC(=O)C2(c3ccccc3)CCCCC2)c1C
→ -11.0	x	-2.8
#42 Cc1ccccc1C1CC(=O)c2c(C)nc(N3CCOCC3)nc2C1 (stereo not drawn)
→ 22.4	x	-5.3
#43 CCOCC(O)CN1CCN(C(=O)C(C)c2cc(C)oc2C)CC1 (stereo not drawn)
→ 5.3	x	-11.6
#44 Clc1cncc(N2CCN(c3ncnc4ccsc34)CC2)n1
→ 2.1	x	-4.3
#45 O=C(CSc1nc(Cl)cc(N2CCN(c3ccccc3F)CC2)n1)N1CCN(C(c2ccccc2)c2ccccc2)CC1
→ -2.8	-0.1	3.4

Results in sequence from the entries so far:
Nos. 33 to 42 in NPYLR7 ag read 27.4, 3.0, 9.1, 2.6, 1.7, 9.0, -2.3, -1.9, -11.0, 22.4
Nos. 33 to 42 in hcGAS lum read -6.6, -5.2, -7.3, -8.0, -4.0, 2.7, -3.8, -6.2, -2.8, -5.3

The list goes on.
Results follow in this order: NPYLR7 ag	mcGAS inh	hcGAS lum
#46 CN(C)c1ccc(CCNC(=O)NCC(C)(C)N2CCOCC2)cc1
→ 4.8	x	-7.2
#47 CCN(CC)C(=O)Oc1ccc2c(ccn2Cc2cccc(F)c2)c1NS(=O)(=O)c1ccccc1C
→ -1.1	-0.3	2.6
#48 Cc1cc(=O)n2c(-c3ccc(NC(=O)Nc4cccc(F)c4)cc3)csc2n1
→ -2.2	1.2	6.1
#49 O=C(CN1C(=O)CCC1=O)OCc1cc(-c2ccc3c(c2)OCCO3)on1
→ -1.7	x	-4.3
#50 O=C(N=Nc1c(O)[nH]c2ccccc12)c1cc(-c2ccc(OCc3ccccc3)cc2)n[nH]1
→ 2.4	-6.7	-3.4
#51 COc1coc(C(=O)NCc2cccnc2)cc1=O
→ 11.3	x	-8.5
#52 NC(=O)c1ccc(CC2CCN(C(=O)c3cc(F)cc(F)c3)CC2)cc1
→ 3.1	-8.5	-8.8
#53 Cc1cc(NC(=O)Cc2cccs2)n(-c2nc(-c3cccs3)cs2)n1
→ -6.9	-7.0	-2.0
#54 CC(C)N1CCNC(=O)C1CC(=O)NCCc1cnc2ccccn12 (stereo not drawn)
→ 16.2	x	-3.6
#55 O=C(c1ccc[nH]c1=O)N1CCN(S(=O)(=O)c2ccc(Br)cc2)CC1
→ 4.7	x	-6.2
#56 Clc1nc(NCCN2CCOCC2)nc(Nc2ccc(I)cc2)n1
→ 16.1	x	2.4
#57 c1ccc(Cc2n[nH]c(COc3ccc(-n4cnnn4)cc3)n2)cc1
→ -0.1	x	-4.6
#58 COc1ccc(NC(=Nc2nc(C)cc(C)n2)NC(=O)c2ccc(F)cc2)cc1
→ -9.8	x	-2.4
#59 COCCCN(Cc1c(-c2cccc(C)c2)noc1N1CCCC1)C(=O)C1CC1
→ 2.7	-2.5	-0.5
#60 Cc1c(C(=O)NCCCN2CCCCC2C)cc(-c2ccc(Cl)cc2)n1-c1cccc(F)c1 (stereo not drawn)
→ -5.6	-5.1	-13.7
#61 CC(C)(C)NC(=S)NCc1ccc2c(c1)OCO2
→ 0.8	x	-2.6
#62 CCCCNC(=O)c1cc(-c2cccc(OC)c2)nc2cc(-c3ccccc3)nn12
→ 9.8	-7.0	-8.9
#63 COc1ccc(CCN2C3CCC2CC(NC(=O)c2cc(Cl)ccc2F)C3)cc1OC (stereo not drawn)
→ 2.4	-6.3	-5.4
#64 Cc1c(=O)n(OCc2ccc(C(C)(C)C)cc2)c2ccccc2[n+]1[O-]
→ 24.0	x	-2.1
#65 Cc1cc(C(=O)CSc2nnnn2C2CC2)c(C)n1CC1CCCO1 (stereo not drawn)
→ 3.0	x	-4.9
#66 CCCNC(=O)CN1C(=O)NC2NC(=O)NC21 (stereo not drawn)
→ -3.1	x	-4.4
#67 Nc1nc2c(c(-c3cccnc3)n1)CN(C(=O)c1cc(F)c(F)c(F)c1)C2
→ x	-12.5	-12.2
#68 CN(C)CCNc1ccc(C(=O)N2CCC(CN3CCCC3=O)CC2)cn1
→ 1.8	-13.6	-4.5
#69 Cc1cc(F)ccc1NC(=O)CNC(=O)[C@H](N)CC(C)C
→ 16.6	x	-5.0
#70 CN(C)CCC(c1ccc(Br)cc1)c1ccccn1 (stereo not drawn)
→ -3.5&-1.5&-6.3&5.6	-2.6	-1.1&-1.1&-3.8&-2.2
#71 CC(=O)c1ccccc1NC(=O)CN1CCN(S(=O)(=O)c2ccn(C)c2)CC1
→ -1.5	x	-0.1
#72 CCOc1ccc(CN(C)C(=O)NC2CCCCC2C)cc1 (stereo not drawn)
→ 1.7	-16.5	-3.5
#73 O=C1NC2=C(C(=O)N(CCO)C2)C(c2ccc(O)cc2)N1 (stereo not drawn)
→ 0.0	x	-5.0
#74 CC(C)c1ccc(NC(=O)C(C2CCCC2)N2CCN(C(=O)OCc3ccccc3)CC2)cc1 (stereo not drawn)
→ -4.2	-1.1	3.8
#75 Cc1onc(-c2c(Cl)cccc2Cl)c1COC(=O)CN1CCCc2c1[nH]c1ccccc21
→ -7.4	x	-3.3

Full records as entered above. Values in the order: NPYLR7 ag, mcGAS inh, hcGAS lum
CN(C)CCC(c1ccc(Br)cc1)c1ccccn1 (stereo not drawn) is listed with -3.5&-1.5&-6.3&5.6, -2.6, -1.1&-1.1&-3.8&-2.2
Cc1cc(F)ccc1NC(=O)CNC(=O)[C@H](N)CC(C)C is listed with 16.6, x, -5.0
Cc1cc(C(=O)CSc2nnnn2C2CC2)c(C)n1CC1CCCO1 (stereo not drawn) is listed with 3.0, x, -4.9

Part of the list above in order of molecular weight, ascending.
Results follow in this order: NPYLR7 ag	mcGAS inh	hcGAS lum
#70 CN(C)CCC(c1ccc(Br)cc1)c1ccccn1 (stereo not drawn)
→ -3.5&-1.5&-6.3&5.6	-2.6	-1.1&-1.1&-3.8&-2.2
#68 CN(C)CCNc1ccc(C(=O)N2CCC(CN3CCCC3=O)CC2)cn1
→ 1.8	-13.6	-4.5
#62 CCCCNC(=O)c1cc(-c2cccc(OC)c2)nc2cc(-c3ccccc3)nn12
→ 9.8	-7.0	-8.9

Following part:
Results follow in this order: NPYLR7 ag	mcGAS inh	hcGAS lum
#76 CC(C)NC(=O)C1CCCC(NCc2ccccc2-n2cccn2)C1 (stereo not drawn)
→ 1.8	x	-11.3
#77 S=c1[nH]nc(Cn2cncn2)n1CC1CCCO1 (stereo not drawn)
→ -7.9	-6.0	-2.9
#78 O=C(O)c1ccc(CSc2nc(Cl)cc(N3CCOCC3)n2)cc1
→ -6.6	-5.2	-4.2
#79 CN(C)CCCN(C)C(=O)C1CC(=O)N(c2ccccc2)C1 (stereo not drawn)
→ 9.4	x	-3.7
#80 COCC(O)CN(Cc1cccc(OC)c1)CC1CC(c2ccc(Cl)cc2)=NO1 (stereo not drawn)
→ -1.7	-6.1	-6.1
#81 COCc1ccc(C(=O)NCc2cccnc2N(C)C2CCCCC2)o1
→ 6.3	x	-1.7
#82 N#Cc1c(N)nc2c(c1-c1ccco1)CCCCC2
→ 5.7	x	-3.9
#83 NCCC1CCCC(CCN)N1 (stereo not drawn)
→ 8.7	-4.4	-7.2
#84 CC(=O)C1=C(c2ccc(C(C)(C)C)cc2)N(C(C)=O)n2c(C)nnc2S1
→ 7.2	x	-2.4
#85 CC(C)c1ccc(/C=C(\C#N)C(=O)Nc2cccc(Br)c2)cc1
→ 3.4	x	-2.1
#86 OC(CN1CCNCC1)Cn1c2ccccc2c2ccccc21 (stereo not drawn)
→ 0.0	1.7	0.4
#87 COc1cccc(CN(CC2CC(c3ccccc3Cl)=NO2)C(=O)NC(C)(C)C)c1 (stereo not drawn)
→ -3.4	-2.5	-0.4
#88 Cc1cc(OCC2c3ccsc3CCN2C(=O)CN(C(=O)NC(C)(C)C)C2CC2)ccc1Cl (stereo not drawn)
→ -4.2	-6.4	-5.9
#89 Cc1cc(=O)oc2cc(CN3CCC(N4CCSCC4)CC3)ccc12
→ 1.4	x	-7.9
#90 CN1OCC(S(=O)(=O)NCCCN2CCCC2=O)C1c1ccc(F)c(Cl)c1 (stereo not drawn)
→ 5.8	x	-18.6
#91 Clc1ccc(-c2cnnc(N3CCC(OCc4ccccn4)CC3)n2)cc1
→ 3.9&-5.0	-4.9	-5.0&-5.5
#92 Cc1cc(-c2ccc(-c3ccn[nH]3)cc2)cnc1-n1cnnc1
→ -3.5	x	-3.0
#93 O=C(c1c(F)cccc1Cl)N1CCOC(COCc2cccc(C(F)(F)F)c2)C1 (stereo not drawn)
→ 4.5	-6.9	-6.0
#94 Fc1ccc(-c2nc3ccc(Cl)cn3c2NCc2ccccc2)cc1
→ -1.7	-3.0	0.1
